Screening data as filed in PubChem.
yeast bub3 – NCI yeast anticancer drug screen, S. cerevisiae bub3 mutant strain. 78,000 tested, 9.9% active. growth inhibition, % at 50 µM. AID 167;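 also: 0% = growth of vehicle-only cultures of the same strain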
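In this screen, a yeast mutant lacking normal mitotic checkpoint function is challenged with compound. Relative growth versus vehicle gives the inhibition value.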
yeast mlh1 rad18 – NCI yeast anticancer drug screen, S. cerevisiae mlh1 rad18 strain. growth inhibition, % at 50 µM. 79,000 tested, 11% active;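 also: 0% = growth of vehicle-only cultures of the same strain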
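Read-out is yeast growth inhibition, calculated against vehicle-only controls. The compound was applied to a strain engineered with DNA damage repair alterations.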
yeast sgs1 mgt1 – NCI yeast anticancer drug screen, S. cerevisiae sgs1 mgt1 strain; % growth inhibition at 50 µM; 78,000 tested, 10% active;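 also: 0% = growth of vehicle-only cultures of the same strain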
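This yeast growth screen uses a strain with defined DNA-repair lesions; compound-treated growth is compared with vehicle-treated growth.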
cln2 rad14 – NCI yeast anticancer drug screen, S. cerevisiae cln2 rad14 strain; % growth inhibition at 50 µM; 78,000 tested, 8.3% active; AID 165;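 also: 0% = growth of vehicle-only cultures of the same strain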
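Each compound was tested on cln2 rad14 yeast. Inhibition of growth was calculated against vehicle-exposed controls.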
yeast rad50 – NCI yeast anticancer drug screen, S. cerevisiae rad50 strain; growth inhibition, % at 50 µM; 79,000 tested, 10% active;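 also: 0% = growth of vehicle-only cultures of the same strain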
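Readout: growth inhibition relative to vehicle-treated cultures. Compound exposure was carried out in a genetically defined yeast strain deficient in DNA damage repair.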
yeast mec2-1 – NCI yeast anticancer drug screen, S. cerevisiae mec2-1 strain | 79,000 tested, 9% active | % growth inhibition at 50 µM;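 also: 0% = growth of vehicle-only cultures of the same strain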
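Readout is yeast growth inhibition, normalised to vehicle-treated controls, in the mec2-1 strain exposed to compound.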
Active calls of the source: *; nt = no result given; & = joins results of further samples. Rule as the data show it: active = growth inhibition above about 70%; inactive = the rest.

Molecule | yeast bub3 | yeast mlh1 rad18 | yeast sgs1 mgt1 | cln2 rad14 | yeast rad50 | yeast mec2-1
COc1ccc(C/C=N/Nc2ccc([N+](=O)[O-])cc2)cc1OC | 98.2* | 97.8* | 97.5* | 54.4 | 98.1* | 97.3*
O=C(Nc1nc2ccc(Cl)cc2[nH]1)c1ccccc1O | 6.4 | 0.3 | -6.2 | -27.3 | -5.5 | 1.2
CC/C=C(\C)CC(C)O (configuration not stated) | 57.0 | 54.9 | 77.6* | 59.7 | 64.9 | 43.8
O=Cc1cccs1 | 8.3 | 33.9 | 7.8 | -14.6 | 23.0 | -2.0
C#CCn1c(=O)c2ccccc2n(CC#C)c1=O | 9.1 | 23.9 | -6.3 | 15.8 | -10.3 | -1.6
ClCc1nnc(-c2ccccc2)o1 | -16.2 | -4.8 | -16.2 | -43.0 | 14.8 | -2.9
Cc1cc(=O)oc2cc(OCc3c(F)cccc3Cl)ccc12 | -0.5 | -2.5 | 9.7 | 2.0 | -11.1 | -23.9
Cc1cc2cc3c4c(nn5cnnc5c4c2o1)-c1ccccc1CC3 | 14.6 | 16.4 | 0.1 | -28.5 | 2.1 | 10.8
CCOC(=O)NN(C(=O)OCC)c1c(C)cc(C)c(N(NC(=O)OCC)C(=O)OCC)c1C | 16.4 | 22.6 | 12.4 | 23.9 | 1.7 | 7.2
CC1(C)CC([NH-])(C(=O)O)CC(C)(C)N1O.CC1(C)CC([NH-])(C(=O)O)CC(C)(C)N1O.[Pt+2] | -1.1 | -23.8 | -6.5 | -45.6 | -5.7 | -8.8
c1ccc(-n2nnc3c2CCCC3)cc1 | -25.6 | -1.6 | -6.1 | -23.8 | -3.2 | -1.6
C=C1CC(CCCl)(c2ccccc2)OC1=O (configuration not stated) | 92.4* | 91.2* | 93.5* | 90.9* | 92.5* | 93.5*
CC(=O)OC1CC2CCC1(c1ccccc1)C2 (configuration not stated) | -1.2 | 3.1 | 0.4 | 14.4 | 0.8 | -25.1
N#CC(c1ccc([N+](=O)[O-])cc1)C(CC(=O)c1ccccc1)c1ccccc1 (configuration not stated) | 12.6&37.8 | 14.3&36.5 | -17.2&-15.2 | -46.9&-28.3 | -14.2&-1.3 | -14.6&-3.0
O=P(O)(O)c1ccccc1Br | 2.3 | 3.2 | 4.8 | -15.8 | -13.1 | -17.2
CC(=O)NCc1cc(C)c(C)cc1C | 5.3 | 8.5 | 1.2 | 9.2 | 12.5 | -20.1
O=C1CC(=P(c2ccccc2)(c2ccccc2)c2ccccc2)C(=O)O1 | -4.2&10.8 | 5.5&12.2 | 0.0&13.2 | 9.8&14.7 | -0.7&24.1 | -1.0&24.5
CC(=O)Nc1c(Nc2ccccc2)[nH]c(C)nc1=S | -3.1 | -9.8 | -0.2 | -17.4 | -5.5 | -9.3
CN(C)c1ccc(C(c2ccc(N(C)C)cc2)c2ccc3c(c2)OCO3)cc1 | 90.0* | 91.6* | 95.8* | 88.8* | 95.0* | 94.0*
Cc1ccc(C(=O)OC2C(OC(=O)Nc3ccccc3)OC(COC(=O)c3ccccc3)C2OC(=O)c2ccccc2)cc1 (configuration not stated) | -12.4 | 30.0 | 9.4 | 13.8 | 1.9 | 10.1
CC12CCC(CC1)C2(C)C | 4.8 | -1.6 | 0.1 | -4.8 | 5.6 | 0.3
CC(SC(=S)N1CCOCC1)C(=O)O (configuration not stated) | -6.0 | -7.6 | -1.6 | -4.8 | 2.6 | -6.8
COCC(=O)Nc1ccccc1 | 6.8 | -6.0 | 2.1 | 1.6 | -13.5 | 6.0
CCCCCCN(CCCCCC)CCCNc1nccc2ccccc12 | 84.0* | 77.0* | 56.9 | 56.5 | 78.5* | 36.5

Compound profiles, as listed above. Values in the order: yeast bub3 | yeast mlh1 rad18 | yeast sgs1 mgt1 | cln2 rad14 | yeast rad50 | yeast mec2-1
CC(=O)Nc1c(Nc2ccccc2)[nH]c(C)nc1=S in the list: -3.1 | -9.8 | -0.2 | -17.4 | -5.5 | -9.3
CC1(C)CC([NH-])(C(=O)O)CC(C)(C)N1O.CC1(C)CC([NH-])(C(=O)O)CC(C)(C)N1O.[Pt+2] in the list: -1.1 | -23.8 | -6.5 | -45.6 | -5.7 | -8.8

Later entries:
Molecule | yeast bub3 | yeast mlh1 rad18 | yeast sgs1 mgt1 | cln2 rad14 | yeast rad50 | yeast mec2-1
C/C(=N\Sc1cccc([N+](=O)[O-])c1)c1ccccc1O | 94.0* | 96.0* | 96.2* | 90.8* | 91.2* | 96.5*
NC(=O)N=Nc1ccc(Br)cc1 | -3.5 | 18.3 | -7.8 | -11.7 | 9.8 | 7.0
Clc1ccccc1-c1ncc(-c2ccccc2)o1 | 13.9 | 5.7 | -2.5 | -18.9 | 8.9 | -1.1
Cc1cccc(C(C)(C)C)c1NC(=O)C(=O)Cc1nc2ccccc2s1 | 5.4 | 18.2 | 5.6 | -41.7 | -12.1 | 7.0
COc1ccc2sc3cc(Cl)ccc3c(=O)c2c1 | 39.0 | 12.8 | -7.5 | 14.1 | 9.7 | -4.3
CCCC(C)(O)C(C)(C)C (configuration not stated) | 28.8 | -2.1 | 8.0 | 11.7 | 6.8 | 8.7
CCCCCCCCCCCCN=Cc1cc(Cc2ccc(O)c(C=NCCCCCCCCCCCC)c2)ccc1O | 83.7* | 96.0* | 91.3* | 84.2* | 85.7* | 80.4*
O=C(Nc1nc2ccccc2n1Cc1ccc(Cl)cc1)NC12CC3CC(CC(C3)C1)C2 | 27.5 | -18.6 | 7.2 | -30.6 | 15.8 | -6.5
O=C1OC2(CC1n1cnc3ccccc3c1=O)C(=O)Nc1ccccc12 (configuration not stated) | -1.1 | 11.2 | 8.5 | 8.3 | 4.3 | -21.2
N#Cc1nc(-c2ccccc2)c(-c2ccccc2)nc1C#N | 13.9 | -0.6 | 0.6 | -7.0 | 3.1 | 9.8
O=C(O)c1ccc(NCn2c(=S)[nH]c3ccccc32)cc1 | nt | 11.4 | nt | nt | 4.5 | -6.8
CCCCSC1=NCCN1 | 5.2 | 10.5 | -3.9 | 5.5 | 14.8 | 9.2
O=C(CCc1nc2ccccc2[nH]1)C1Cc2ccccc2C1=O (configuration not stated) | 26.3 | -2.0 | -14.8 | -19.8 | 4.2 | -2.3
C#COC(CC)CCCCC (configuration not stated) | 11.2 | 16.6 | 4.8 | 13.3 | 22.9 | 9.3
CNC(=O)OCc1c(COC(=O)NC)c(-c2cccs2)n2c1CCC2 | 27.1 | 40.7 | 23.1 | 30.8 | 42.0 | 39.5
CCn1c[n+](-c2ccccc2)cn1 | -9.7 | -9.4 | -3.5 | 14.3 | 0.5 | 3.8
COc1ccc(C2=NN(c3ccccc3)C[N+](c3ccc(OC)cc3)=N2)cc1 | 97.7* | 96.8* | 97.7* | 96.4* | 96.5* | 97.5*
CC(=O)CC1CCC(=O)CCC(=O)OC(CC(C)=O)CCC(=O)CCC(=O)O1 (configuration not stated) | -2.7 | -0.9 | -18.1 | -1.6 | 13.0 | -3.5
CN1CCCC(C(O)c2ccccc2)S1(=O)=O (configuration not stated) | 29.4 | 14.3 | -1.3 | 9.7 | 17.2 | 23.4
S=C(Nc1ccccc1)Nc1nc(-c2ccccc2)c(N=Nc2ccccc2)s1 | 12.9 | 2.0 | 4.0 | 10.1 | 29.8 | -1.0
COc1ccc2[nH]c3c(C)c4c(c(C)c3c2c1)CN(C)C=C4 | 65.8 | 8.9 | 62.7 | 21.2 | 45.6 | 48.2
CCCCCCC[CH2][Sn]1([CH2]CCCCCCC)[O]C(=O)c2cccnc2[O]1 | 17.2 | 19.8 | 13.2 | 10.3 | 27.4 | 7.3
C(=C/c1ccccc1)/C=N/N1CCN(/N=C/C=C/c2ccccc2)CC1 | 18.5 | -7.0 | 14.8 | -7.1 | -1.4 | 20.6
COC(=O)c1c2c(cc3c1CC1(C3)Cc3ccc4c(c3C1=O)CCC4)CCC2 (configuration not stated) | -21.1 | -86.0 | -7.3 | -13.8 | 12.5 | 14.4
C[n+]1ccc(/C=C/c2ccc(O)c(O)c2)c2ccccc21 | 3.5 | 43.0 | 41.2 | 20.5 | 49.8 | 33.5
C=C(Br)CN(CC(=C)Br)C(C)=O | -1.4 | -53.9 | -2.5 | -45.4 | -11.7 | -11.1
CCOC(=O)C1=C(Nc2ccc(Cl)cc2Cl)OCC1=O | -58.5 | 10.2 | -0.3 | -13.9 | -12.3 | -5.8
C1CCSCC1 | -25.1 | -5.8 | -2.6 | 11.9 | 8.7 | 24.5
CCO/C=C1/N=C(c2ccccc2Cl)OC1=O | -17.1 | 14.3 | -1.1 | -30.1 | 10.2 | 5.2
COc1cc(C2SC(N)=Nc3c2c(C)nn3C(=O)c2ccc(Cl)cc2)ccc1O (configuration not stated) | 16.8 | -10.2 | -9.6 | -30.4 | -36.7 | 15.8
C=CCCCOC(C)=O | 11.9 | 1.8 | 12.5 | 4.0 | 5.1 | -10.9
CCC1=CC(=O)CCC1 | -27.3 | -7.7 | 1.2 | -14.7 | -8.8 | 7.5
Cc1ccc(C(C)C)cc1NC(=O)NCCCl | -9.6 | -6.4 | 2.8 | -33.3 | -9.8 | 10.6
CC(C)N(C(=O)C12C3C4C1(I)C1C2C3(I)C41C(=O)N(C(C)C)C(C)C)C(C)C (configuration not stated) | -0.2 | -12.2 | 25.9 | 18.6 | -9.6 | 23.1
N#CSCCOCCOC(=O)NC1CCCCC1 | 16.2 | 14.6 | 14.7 | 5.2 | 10.2 | 4.8
Nc1ccccc1C(=O)NC(=O)Nc1ccc(Oc2ncc(Br)cn2)c(Cl)c1 | -9.6 | -24.4 | -4.0 | 11.8 | 1.0 | -18.6

Some entries already given, limited to yeast mec2-1.
SMILES | yeast mec2-1
Cc1ccc(C(C)C)cc1NC(=O)NCCCl | 10.6
C=CCCCOC(C)=O | -10.9

New compounds follow.
Molecule | yeast bub3 | yeast mlh1 rad18 | yeast sgs1 mgt1 | cln2 rad14 | yeast rad50 | yeast mec2-1
CC(C)N(C(=O)C12CC3CC(CC(C3)C1)C2)C(C)C | 20.9 | 6.2 | 8.1 | 13.2 | 24.9 | 0.5
CC(NC(=O)C(Cc1cnc[nH]1)NC(=O)C1CCC(=O)N1)C(N)=O (configuration not stated) | -12.7 | -25.9 | -17.3 | -21.8 | -15.4 | -75.0
Oc1ccccc1C=NCCSSCCN=Cc1ccccc1O | 19.8 | 8.6 | 17.8 | 12.5 | 13.6 | 4.0
Cc1cc(C)cc(Nc2cccc3c2C(=O)c2cccc(Nc4ccc(C)cc4C)c2C3=O)c1 | -2.6 | 4.2 | -14.9 | 41.2 | -9.8 | -4.6
O=S(=O)(C(c1ccccc1)c1ccccc1)N1CCCCC1 | -9.3 | -20.9 | -3.5 | -21.1 | -11.1 | -20.9
CCCCCC(Nc1nncs1)Nc1nncs1 | 8.4 | 12.6 | 14.9 | 6.1 | -4.2 | -20.5
C=CCOC(=O)NC(CCC(N)=O)C(=O)O (configuration not stated) | -1.0 | 16.3 | 14.7 | 9.5 | 19.7 | 1.1
O=C1c2ccccc2-c2ccc(F)cc21 | -7.5 | 13.4 | -13.8 | -11.3 | -9.9 | -6.8
COC(=O)CC(NC(=O)OCc1ccccc1)C(=O)NC(CC(=O)OC)C(=O)NC(CC(=O)OC)C(=O)NC(CC(=O)OC)C(=O)NC(CC(=O)OC)C(=O)NC(CC(=O)OC)C(=O)NN (configuration not stated) | 25.7 | -18.5 | -24.6 | 20.6 | -18.6 | -16.9
CCN(CC(=O)O)CC(=O)O | -31.7 | -17.9 | -35.9 | -16.9 | 6.2 | -15.8
COc1ccc(N=Cc2ccc(N(CCC#N)S(=O)(=O)c3ccccc3)cc2)cc1 | 9.2 | -3.1 | 2.0 | 11.2 | 0.2 | -13.3
CSc1ccc(NC(=S)SCc2ccc3c(c2)OCO3)cc1Cl | 97.5* | 97.2* | 98.0* | 84.3* | 95.7* | 98.6*
CCCC(O)C(C)[N+](=O)[O-] (configuration not stated) | 4.2 | 0.6 | -0.7 | 4.8 | 7.2 | 4.5
Cc1cc(C)c(OC(=O)c2ccc(C(=O)Oc3c(C)cc(C)cc3C)cc2)c(C)c1 | -1.6 | 14.9 | -4.8 | 0.2 | 13.8 | -1.6
CCN(CCNc1cc(OC)cc2cccnc12)c1ccccc1 | 47.0 | 68.2 | 48.4 | 23.2 | 59.9 | 20.7
N#CC(N=Nc1ccccc1C(=O)O)C(N)=O (configuration not stated) | -5.6 | -27.4 | -49.8 | -24.3 | -50.6 | -17.6
CC1(CO)NC(=S)N(c2ccccc2)C1=O (configuration not stated) | -9.7 | -47.4 | -21.4 | -9.3 | -28.8 | -11.1
O=C(Cl)c1ccc2c(c1)C(=O)NC2=O | -6.0 | -16.4 | -19.4 | 8.9 | -6.5 | -12.1
